IMP-1 inh = inhibitors of Pseudomonas aeruginosa IMP-1 metallo-beta-lactamase. purified IMP-1, nitrocefin hydrolysis, epi-absorbance fluorescence. inhibition, % at 5.6 µM. 0.45% of 290,000 active. AID 1556;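 active means inhibition above the mean plus 3 SD of all compounds in the same screening run, cut at about 4.5% in these data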;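 further: 0% = IMP-1 with DMSO and 100% = DMSO wells lacking enzyme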
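System: purified IMP-1 / Input: IMP-1 dispensed at 0.2 nM / Medium: 50 mM HEPES pH 7.1, 50 µM ZnSO4, 0.05% Brij 35 / Timing: 15 min enzyme–compound preincubation, then 25 min nitrocefin reaction, 25 °C / Technique: plate fluorescence quenching by hydrolysis product, ex 480/em 530 nm / Repeats: singlicate testing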
p-CIP stab down = compounds decreasing mouse p/CIP protein stability; Q05BA5; F442A p/CIP-EGFP cells, EGFP fluorescence, 16 h; AID 1984; decrease of EGFP signal, % at 10 µM; 0.01% of 290,000 active;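 active means EGFP signal decrease of at least 30% at 10 µM or well 3 SD below plate mean, unless failing retest; inactive means the rest, including hits failing retest or dose response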; further: some compounds called inactive have numbers as strong as hits; many of its hits are not listed in these tables
PHOSPHO1 block = PHOSPHO1 (human) inhibition; recombinant PHOSPHO1, absorbance phosphatase assay; inhibition, % at 13.3 µM; 1.1% of 290,000 active; AID 1565; in the data active means inhibition above about 60%
FID counter = displaces DNA intercalator in HCV helicase counter-screen; DNA fluorescent intercalator displacement, fluorescence; inhibition, % at 7.9 µM; 0.17% of 290,000 active; AID 1845; in the data active means inhibition above about 37%;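 further: 0% = vehicle and 100% = reference compound; higher means more ethidium bromide displaced from hairpin DNA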
HCV NS3 hel inh = inhibitors of Hepatitis C virus NS3 helicase; NS3 helicase DNA unwinding, Cy5 molecular beacon fluorescence; inhibition, % at 10.9 µM; 0.56% of 290,000 active;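 active means inhibition above the mean of all tested compounds plus 3 SD, set per campaign, cut at about 35% in these data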;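 further: 0% = DMSO wells and 100% = thioflavine S control wells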
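Material: hepatitis C virus NS3 helicase domain fragment enzyme; measured by: Cy5 fluorescence, 0 and 60 min reads; control set: DMSO and thioflavine S; incubation: 60 min unwinding reaction at 25 °C after ATP addition; read-out basis: % inhibition from 60/0 min fluorescence ratio, DMSO 0%, thioflavine S 100%; repeats: singlicate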
IDE cell activ = activators of human insulin-degrading enzyme in cells | P14735 | 0.073% of 340,000 active | activation, % at 5.96 µM | AID 493087 | HEK cells, FAbeta-B cleavage, fluorescence polarization; 0% vehicle, 100% cell-free pure enzyme wells;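 active means activation above the mean of all tested compounds plus 3 SD, set per screening campaign, cut at about 17% in these data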
Target sequence (P14735 whole entry, looked up): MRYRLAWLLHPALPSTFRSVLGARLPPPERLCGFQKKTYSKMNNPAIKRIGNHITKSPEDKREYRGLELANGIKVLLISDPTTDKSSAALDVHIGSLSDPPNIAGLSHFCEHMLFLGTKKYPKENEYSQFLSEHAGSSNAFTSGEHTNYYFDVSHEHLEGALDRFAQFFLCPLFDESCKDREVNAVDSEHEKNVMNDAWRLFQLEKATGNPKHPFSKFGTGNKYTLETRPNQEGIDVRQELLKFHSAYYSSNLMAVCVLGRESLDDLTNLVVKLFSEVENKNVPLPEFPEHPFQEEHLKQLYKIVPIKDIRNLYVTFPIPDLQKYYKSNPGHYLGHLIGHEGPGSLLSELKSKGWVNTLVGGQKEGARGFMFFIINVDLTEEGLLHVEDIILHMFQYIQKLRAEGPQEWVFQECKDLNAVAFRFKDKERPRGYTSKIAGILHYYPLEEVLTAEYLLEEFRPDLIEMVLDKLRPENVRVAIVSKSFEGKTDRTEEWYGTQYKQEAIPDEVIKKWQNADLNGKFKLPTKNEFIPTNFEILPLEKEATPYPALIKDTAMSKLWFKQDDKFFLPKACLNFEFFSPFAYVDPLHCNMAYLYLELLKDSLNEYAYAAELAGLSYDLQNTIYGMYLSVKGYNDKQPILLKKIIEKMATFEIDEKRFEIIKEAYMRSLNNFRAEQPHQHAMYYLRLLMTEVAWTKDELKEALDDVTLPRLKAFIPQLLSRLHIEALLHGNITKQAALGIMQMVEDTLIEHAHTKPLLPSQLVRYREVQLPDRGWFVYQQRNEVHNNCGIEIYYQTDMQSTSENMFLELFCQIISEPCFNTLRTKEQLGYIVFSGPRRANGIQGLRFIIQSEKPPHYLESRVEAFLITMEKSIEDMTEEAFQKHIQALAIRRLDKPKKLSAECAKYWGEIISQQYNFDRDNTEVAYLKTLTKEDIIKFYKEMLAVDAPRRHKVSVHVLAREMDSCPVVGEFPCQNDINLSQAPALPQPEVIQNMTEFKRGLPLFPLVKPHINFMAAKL
MEKK3 PB1 HTS = MEKK3-MEK5 PB1 interaction, increase or decrease; Q99759; bead-based flow cytometry, Alexa488-MEK5 binding to MEKK3; actives lie on both sides; 0 = blocked by unlabeled MEK5, 100 = vehicle; binding response (% of control), % at 10 µM; 1.4% of 290,000 active; AID 1529;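 active means binding response more than 3 SD above or below the average of its plate-row segment, actives on both sides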;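 further: Alexa488 bead fluorescence after subtracting the streptavidin-only scavenger bead signal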
UBC9 SUMO inh = SUMOylation inhibition; P63279; HTRF SUMOylation assay, SAE1/SAE2 + UBC9, in vitro; inhibition, % at 35 µM; 0.36% of 290,000 active; AID 2006; in the data active means inhibition above about 50%, passing the limit was not always enough; further: strong numbers were not always called active
VIM-2 inhibitor = blocks Pseudomonas aeruginosa VIM-2 metallo-beta-lactamase | purified VIM-2, nitrocefin hydrolysis, epi-absorbance fluorescence | inhibition, % at 5.6 µM | 0.89% of 290,000 active;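 active means inhibition above the mean of all tested compounds plus 3 SD, cutoff set per screening run, cut at about 7.5% in these data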;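 further: red hydrolysis product quenches plate fluorescence so inhibitors raise well fluorescence; 0% = enzyme with DMSO and 100% = DMSO without enzyme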
The depositor's hits bear a star.

`COc1ccc(OC)c(-n2c(SCC(=O)NCc3ccco3)nnc2-c2c[nH]c3ccccc23)c1` gave IMP-1 inh -3.4, p-CIP stab down -15, PHOSPHO1 block 46, FID counter -31, HCV NS3 hel inh 6, IDE cell activ 0, MEKK3 PB1 HTS 101, UBC9 SUMO inh -4 and VIM-2 inhibitor -5.6.
For O=[N+]([O-])c1ccccc1CNC(Cc1ccccc1)c1ccccc1 (stereo unspecified) the results were IMP-1 inh 2.9, p-CIP stab down -6, PHOSPHO1 block 7, FID counter 0, HCV NS3 hel inh -4, IDE cell activ -2, MEKK3 PB1 HTS 97, UBC9 SUMO inh 7 and VIM-2 inhibitor -0.6.
O=C(CSc1nnc2c(n1)[nH]c1ccc(F)cc12)NCc1ccc(F)cc1 was read as IMP-1 inh 1.0, p-CIP stab down -1, PHOSPHO1 block 41, FID counter 4, HCV NS3 hel inh 2, IDE cell activ 4, MEKK3 PB1 HTS 100, UBC9 SUMO inh 28 and VIM-2 inhibitor -5.1.
`CN(Cc1ccc(F)cc1)S(=O)(=O)c1nnc(NC(=O)c2ccccc2)s1` gave IMP-1 inh -1.3, p-CIP stab down -14, PHOSPHO1 block 38, FID counter -17, HCV NS3 hel inh 18, IDE cell activ 1, MEKK3 PB1 HTS 106, UBC9 SUMO inh 14 and VIM-2 inhibitor -1.4.
O=C(CCN1CCOCC1)c1ccc(Br)cc1 was read as IMP-1 inh -0.5, p-CIP stab down -14, PHOSPHO1 block 25, FID counter 2, HCV NS3 hel inh -4, IDE cell activ -5, MEKK3 PB1 HTS 101, UBC9 SUMO inh 13 and VIM-2 inhibitor -1.3.
O=C(CSc1ncnc2c1cnn2-c1ccc(Cl)cc1)NCc1ccc2c(c1)OCO2 was read as IMP-1 inh -2.3, p-CIP stab down -8, PHOSPHO1 block 2, FID counter 0, HCV NS3 hel inh 4, IDE cell activ 3, MEKK3 PB1 HTS 102, UBC9 SUMO inh 4 and VIM-2 inhibitor -1.4.
Screening O=c1c2ccccc2nc2c3ccccc3c(Cl)nn12 returned IMP-1 inh -2.2, p-CIP stab down -1, PHOSPHO1 block -1, FID counter -1, HCV NS3 hel inh 4, MEKK3 PB1 HTS 102, UBC9 SUMO inh -1 and VIM-2 inhibitor 0.0.
CSc1ccc(S(=O)(=O)Nc2c(C)n(C)n(-c3ccccc3)c2=O)cc1 was read as IMP-1 inh -1.5, p-CIP stab down -3, PHOSPHO1 block 14, FID counter -11, HCV NS3 hel inh -1, IDE cell activ 5, MEKK3 PB1 HTS 102, UBC9 SUMO inh 2 and VIM-2 inhibitor -1.9.
COCCOc1ccc(C(F)(F)F)cc1N was read as IMP-1 inh -2.7, p-CIP stab down -17, PHOSPHO1 block 22, FID counter 4, HCV NS3 hel inh 0, IDE cell activ 1, MEKK3 PB1 HTS 91, UBC9 SUMO inh 16 and VIM-2 inhibitor -1.2.
Screening CC(C)c1nnc(NC(=O)CCC(=O)NCc2ccco2)s1 returned IMP-1 inh -1.9, p-CIP stab down -4, PHOSPHO1 block 6, FID counter -1, HCV NS3 hel inh 4, IDE cell activ -8, MEKK3 PB1 HTS 95, UBC9 SUMO inh -2 and VIM-2 inhibitor -2.5.

Structures from the list above that contain an NH in an aromatic ring:
`COc1ccc(OC)c(-n2c(SCC(=O)NCc3ccco3)nnc2-c2c[nH]c3ccccc23)c1` gave IMP-1 inh -3.4, p-CIP stab down -15, PHOSPHO1 block 46, FID counter -31, HCV NS3 hel inh 6, IDE cell activ 0, MEKK3 PB1 HTS 101, UBC9 SUMO inh -4 and VIM-2 inhibitor -5.6.
O=C(CSc1nnc2c(n1)[nH]c1ccc(F)cc12)NCc1ccc(F)cc1 was read as IMP-1 inh 1.0, p-CIP stab down -1, PHOSPHO1 block 41, FID counter 4, HCV NS3 hel inh 2, IDE cell activ 4, MEKK3 PB1 HTS 100, UBC9 SUMO inh 28 and VIM-2 inhibitor -5.1.

Continuation:
Screening COc1cccc(C2(O)CCN(CC(=O)NCC3CC3)CC2)c1 returned IMP-1 inh -0.9, p-CIP stab down -2, PHOSPHO1 block 7, FID counter 1, HCV NS3 hel inh -6, IDE cell activ -2, MEKK3 PB1 HTS 95, UBC9 SUMO inh 20 and VIM-2 inhibitor 0.5.
Screening Cn1c(=O)c2nc3ccccc3nc2n(C)c1=O returned IMP-1 inh -2.9, p-CIP stab down 1, PHOSPHO1 block 49, FID counter 2, HCV NS3 hel inh 3, IDE cell activ -2, MEKK3 PB1 HTS 94, UBC9 SUMO inh 22 and VIM-2 inhibitor 5.5.
`CN1CCN(NC(=O)c2cccc(F)c2)CC1` gave IMP-1 inh -1.6, p-CIP stab down -7, PHOSPHO1 block 2, FID counter -1, HCV NS3 hel inh 2, IDE cell activ 4, MEKK3 PB1 HTS 97, UBC9 SUMO inh 12 and VIM-2 inhibitor -8.9.
CC(Sc1ncnc2ccccc12)C(=O)Nc1ccc2c(c1)OCCO2 (stereo unspecified) was read as IMP-1 inh -2.8, p-CIP stab down 4, PHOSPHO1 block -6, FID counter -16, HCV NS3 hel inh -7, IDE cell activ 5, MEKK3 PB1 HTS 101, UBC9 SUMO inh -16 and VIM-2 inhibitor -1.5.
c1cnc(SCCOc2ccc3c(c2)CCC3)nc1 was read as IMP-1 inh -3.4, p-CIP stab down -4, PHOSPHO1 block 10, FID counter 2, HCV NS3 hel inh -1, IDE cell activ 5, MEKK3 PB1 HTS 103, UBC9 SUMO inh 1 and VIM-2 inhibitor -2.9.
Screening Cc1cc(C)cc(OCC(=O)O/N=C(\N)c2cccnc2)c1 returned IMP-1 inh -0.8, p-CIP stab down -4, PHOSPHO1 block 28, FID counter -15, HCV NS3 hel inh 1, MEKK3 PB1 HTS 99, UBC9 SUMO inh 8 and VIM-2 inhibitor -2.4.
For COc1cc(/C=N/NC(=O)c2sc(N)c(C#N)c2C)cc(Br)c1O the results were IMP-1 inh -3.2, p-CIP stab down -2, PHOSPHO1 block 30, FID counter -9, HCV NS3 hel inh 6, IDE cell activ 2, UBC9 SUMO inh -13 and VIM-2 inhibitor -0.2.
`COc1ccc(C(=O)NNC(=S)NC(=O)C(C)(C)C)cc1` gave IMP-1 inh -1.7, p-CIP stab down -18, PHOSPHO1 block -127, FID counter -9, HCV NS3 hel inh -6, IDE cell activ 9, MEKK3 PB1 HTS 94, UBC9 SUMO inh -10 and VIM-2 inhibitor -2.0.
Screening CC1CN(C(=O)COC(=O)[C@@H]2CC(O)CN2S(=O)(=O)c2ccc3c(c2)OCCO3)CC(C)O1 (stereo partly specified) returned IMP-1 inh -3.7, p-CIP stab down 5, PHOSPHO1 block 9, FID counter -3, HCV NS3 hel inh 2, IDE cell activ -2, MEKK3 PB1 HTS 105, UBC9 SUMO inh 3 and VIM-2 inhibitor -2.1.
For O=C(Nc1ccc(N2CCOCC2)c(F)c1)c1ccncc1 the results were IMP-1 inh -1.7, p-CIP stab down 5, PHOSPHO1 block 31, FID counter 1, HCV NS3 hel inh 1, IDE cell activ 2, MEKK3 PB1 HTS 104, UBC9 SUMO inh -2 and VIM-2 inhibitor 0.6.
Screening O=C(c1cc2ccccc2oc1=O)N1CCN(C(=O)C2CCCO2)CC1 (stereo unspecified) returned IMP-1 inh -1.8, p-CIP stab down -5, PHOSPHO1 block 14, FID counter 0, HCV NS3 hel inh 3, IDE cell activ -5, MEKK3 PB1 HTS 101, UBC9 SUMO inh 12 and VIM-2 inhibitor -2.2.
`COc1cccc2c(=O)n(CC(=O)NCCc3ccccc3)ccc12` gave IMP-1 inh -2.2, p-CIP stab down -2, PHOSPHO1 block 19, FID counter -7, HCV NS3 hel inh -1, IDE cell activ 4, MEKK3 PB1 HTS 94, UBC9 SUMO inh -18 and VIM-2 inhibitor -1.5.
`O=C1c2ccccc2C(Nc2ccc(S(=O)(=O)N3CCOCC3)cc2)N1Cc1ccco1` (stereo unspecified) gave IMP-1 inh -0.2, p-CIP stab down -4, PHOSPHO1 block 5, FID counter -31, HCV NS3 hel inh 15, IDE cell activ -11, MEKK3 PB1 HTS 102, UBC9 SUMO inh 18 and VIM-2 inhibitor 1.3.
For COc1ccc(CCNC(=O)c2cc(-c3cc(C)ccc3O)n[nH]2)cc1OC the results were IMP-1 inh -4.0, p-CIP stab down -10, PHOSPHO1 block -3, FID counter -22, HCV NS3 hel inh 0, IDE cell activ 0, MEKK3 PB1 HTS 97, UBC9 SUMO inh 14 and VIM-2 inhibitor -5.5.
O=c1[nH]c2ccsc2c(=O)n1-c1ccc(F)cc1 was read as IMP-1 inh -2.9, p-CIP stab down -2, PHOSPHO1 block 27, FID counter 0, HCV NS3 hel inh 7, IDE cell activ 7, MEKK3 PB1 HTS 102, UBC9 SUMO inh 24 and VIM-2 inhibitor -3.1.
Cc1csc(NC(=O)Cc2c(F)cccc2Cl)n1 was read as IMP-1 inh -3.0, p-CIP stab down -8, PHOSPHO1 block 18, FID counter 0, HCV NS3 hel inh -2, IDE cell activ 2, MEKK3 PB1 HTS 106, UBC9 SUMO inh 18 and VIM-2 inhibitor -0.9.
For COc1ccc2c(c1)c1nnc(SCC(=O)Nc3ccccc3F)nc1n2C the results were IMP-1 inh -1.6, p-CIP stab down 8, FID counter -8, HCV NS3 hel inh 11, IDE cell activ 1, MEKK3 PB1 HTS 110, UBC9 SUMO inh 28 and VIM-2 inhibitor -0.8.
COc1ccc(-c2cc(C)no2)cc1S(=O)(=O)N(C)Cc1ccco1 was read as IMP-1 inh -2.7, p-CIP stab down -2, PHOSPHO1 block 44, FID counter -17, HCV NS3 hel inh 2, IDE cell activ -6, MEKK3 PB1 HTS 100, UBC9 SUMO inh 12 and VIM-2 inhibitor 0.6.
For Cc1nn(C)c(Cl)c1CN1CCCC(CO)(Cc2ccccc2)C1 (stereo unspecified) the results were IMP-1 inh -2.6, p-CIP stab down -10, PHOSPHO1 block 32, FID counter 1, HCV NS3 hel inh 5, IDE cell activ 9, MEKK3 PB1 HTS 101, UBC9 SUMO inh 22 and VIM-2 inhibitor -1.7.
`Cc1ccc(NC(=O)C(C)N2CCCC2)cc1Cl` (stereo unspecified) gave IMP-1 inh -2.0, p-CIP stab down -8, PHOSPHO1 block 23, FID counter 4, HCV NS3 hel inh -15, IDE cell activ 0, MEKK3 PB1 HTS 98, UBC9 SUMO inh 9 and VIM-2 inhibitor -1.3.
`COc1cc2nc(Cl)nc(NCCO)c2cc1OC` gave IMP-1 inh -4.6, p-CIP stab down -8, PHOSPHO1 block 13, FID counter -10, HCV NS3 hel inh 24, IDE cell activ -1, MEKK3 PB1 HTS 97, UBC9 SUMO inh 1 and VIM-2 inhibitor -1.5.
O=C(COC(=O)c1ccco1)c1ccc(F)cc1 was read as IMP-1 inh -4.1, p-CIP stab down -15, PHOSPHO1 block 19, FID counter -8, HCV NS3 hel inh 1, IDE cell activ -2, MEKK3 PB1 HTS 100, UBC9 SUMO inh -13 and VIM-2 inhibitor -2.4.
For O=C(c1cc[n+]([O-])cc1)N1CCCC(N2CCN(c3cccc(C(F)(F)F)c3)CC2)C1 (stereo unspecified) the results were IMP-1 inh -2.1, p-CIP stab down 1, PHOSPHO1 block 3, FID counter -13, HCV NS3 hel inh 11, IDE cell activ 0, MEKK3 PB1 HTS 102, UBC9 SUMO inh 6 and VIM-2 inhibitor -2.2.

Bioassay records from PubChem.

Some of the compounds tested; rates above refer to the full screens.
